# mut p53 react: mutant p53 pathway re-activators, primary screen, cell-based, SW480, luciferase, single point, HTS | activation, % at 9.98 µM | SW480 PUMA-promoter luciferase, p53 mutant reactivation | actives 1.5% (n = 28,000) | AID 624151, 2012; in the data active means activation above about 52%
# STK33 inh: STK33 kinase inhibitors, primary screen, biochemical, luminescence, ADP-Glo, MBP substrate. inhibition, % at 12.5 µM. AID 2322, 2010. Serine/threonine-protein kinase 33 (Homo sapiens), Q9BYT3. actives 0.44% (n = 27,000); in the data active means inhibition above about 20%
# Target sequence (Q9BYT3 whole entry, looked up): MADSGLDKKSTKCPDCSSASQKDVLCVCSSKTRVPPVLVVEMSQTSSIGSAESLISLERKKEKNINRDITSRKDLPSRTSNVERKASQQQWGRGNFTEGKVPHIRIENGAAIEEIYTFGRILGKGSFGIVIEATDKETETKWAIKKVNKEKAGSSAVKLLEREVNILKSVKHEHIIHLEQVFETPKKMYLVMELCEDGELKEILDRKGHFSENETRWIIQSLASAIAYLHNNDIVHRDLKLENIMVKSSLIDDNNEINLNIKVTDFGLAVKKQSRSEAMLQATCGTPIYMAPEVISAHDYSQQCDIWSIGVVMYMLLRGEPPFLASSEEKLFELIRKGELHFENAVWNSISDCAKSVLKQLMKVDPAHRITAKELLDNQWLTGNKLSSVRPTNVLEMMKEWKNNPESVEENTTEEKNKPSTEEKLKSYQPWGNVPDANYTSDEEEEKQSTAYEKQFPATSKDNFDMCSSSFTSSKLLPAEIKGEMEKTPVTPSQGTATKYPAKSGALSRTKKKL
# The depositor's hits bear a star; x = not tested or not shown.
SMILES,mut p53 react,STK33 inh
CC1(C)CC[C@]2(C(=O)O)CC[C@]3(C)C(=CCC4[C@@]5(C)CC[C@H](O[C@@H]6O[C@H](C(=O)O)[C@@H](O[C@@H]7O[C@H](CO)[C@@H](O)[C@H](O)[C@H]7O)[C@H](O)[C@H]6O[C@@H]6O[C@H](CO)[C@@H](O)[C@H](O)[C@H]6O)C(C)(C)C5CC[C@]43C)C2C1 (some centres not stated),6,-7
C[C@@H]1CCCCO[C@@H](CN(C)S(C)(=O)=O)[C@@H](C)CN([C@@H](C)CO)C(=O)c2cc(NS(=O)(=O)c3ccccc3)ccc2O1,2,x
C[C@@H]1CCCCO[C@H](CN(C)S(=O)(=O)c2ccccc2)[C@@H](C)CN([C@H](C)CO)C(=O)c2cc(NC(=O)Nc3ccc(C(F)(F)F)cc3)ccc2O1,x,1
C[C@@H]1CCCCO[C@H](CN(C)C(=O)Nc2ccc3c(c2)OCO3)[C@@H](C)CN([C@H](C)CO)C(=O)c2cc(NS(=O)(=O)c3cccs3)ccc2O1,x,2
C=C(C)[C@@H]1CC[C@]2(C(=O)O)CC[C@]3(C)[C@H](CCC4[C@]5(C)C(CC[C@]43C)[C@@](C)(CO)[C@@H](O)[C@@H]5C(=O)O)C12 (some centres not stated),-10,1
C[C@@H]1CN([C@H](C)CO)C(=O)c2cc(C3=CCCCC3)cnc2O[C@H]1CN(C)S(=O)(=O)c1cn(C)cn1,15,x
COc1ccc(NC(=O)N(C)C[C@@H]2Oc3ccc(NC(=O)Nc4c(C)noc4C)cc3CC(=O)N([C@H](C)CO)C[C@@H]2C)cc1,x,-1
COc1cccc(-c2cnc3c(c2)C(=O)N([C@H](C)CO)C[C@H](C)[C@H](CN(C)S(=O)(=O)c2cccc(F)c2)O3)c1,x,1
C[C@H](CO)N1C[C@H](C)[C@@H](CN(C)C(=O)Nc2ccccc2C(F)(F)F)OCc2cnnn2CCCC1=O,x,1
Cc1noc(C)c1NC(=O)N(C)C[C@H]1Oc2c(NC(=O)C3CCOCC3)cccc2C(=O)N([C@H](C)CO)C[C@H]1C,4,x
COc1ccc(NC(=O)CCC2COc3ccccc3O2)c(OC)c1 (configuration not stated),-3,-4
C[C@H](CO)N1C[C@H](C)[C@H](CN(C)C(=O)Nc2ccc3c(c2)OCO3)Oc2ncc(C#CC(C)(C)O)cc2C1=O,x,-8
Cc1noc(C)c1NC(=O)N(C)C[C@H]1Oc2ccc(NC(=O)NC(C)C)cc2CC(=O)N([C@H](C)CO)C[C@@H]1C,9,x
C[C@H](CO)N1C[C@H](C)[C@@H](CN(C)S(=O)(=O)c2ccccc2)Oc2ccc(NC(=O)CCN3CCOCC3)cc2CC1=O,0,x
CC(C)NC(=O)N(C)C[C@@H]1Oc2ccc(N(C)C)cc2CC(=O)N([C@H](C)CO)C[C@@H]1C,-3,-6
CC(C)CC#Cc1ccc2c(c1)O[C@H](CN(C)C(=O)Cc1ccccn1)[C@H](C)CN([C@@H](C)CO)S2(=O)=O,-8,x
COc1ccccc1C(=O)n1nc(-c2ccccc2)nc1NCc1ccco1,23,-1
CCn1c(SCC(=O)NC(C)(C)C)nnc1-c1cccc([N+](=O)[O-])c1,-4,-5
O=C(C[C@H]1C[C@H]2c3cc(NC(=O)Nc4ccc(C(F)(F)F)cc4)ccc3O[C@H]2[C@H](CO)O1)NC1CCCCC1,5,x
C[C@@H]1CN([C@H](C)CO)C(=O)Cc2cc(NC(=O)NC3CCCCC3)ccc2O[C@H]1CN(C)Cc1ccncc1,0,2
N#C/C(=C/c1ccc(O)c(O)c1)C(=O)NCCCc1ccccc1,21,x
CN1CCN(c2ccc(CNS(=O)(=O)c3cccc4nonc34)cc2)CC1,14,x
CN(C(=O)CN1C(=O)c2ccccc2S1(=O)=O)c1ccccc1C(=O)O,-1,-2
COc1ccc(S(=O)(=O)N(C)C[C@H]2Oc3ccc(NC(=O)CCCN(C)C)cc3C(=O)N([C@H](C)CO)C[C@@H]2C)cc1,-12,x
C[C@@H]1CN([C@@H](C)CO)C(=O)c2cc(-c3ccccc3F)cnc2O[C@H]1CN(C)C(=O)NC1CCCC1,0,x
COc1ccc(S(=O)(=O)Nc2cccc3c2O[C@H](CN(C)S(=O)(=O)c2cccs2)[C@H](C)CN([C@@H](C)CO)C3=O)cc1,-4,x
COc1ccc(S(=O)(=O)N(C)C[C@H]2Oc3ccc(NC(=O)CCCN(C)C)cc3C(=O)N([C@@H](C)CO)C[C@@H]2C)cc1,9,x
O=C1CC(c2ccccc2)Oc2ccccc21 (configuration not stated),30,1
C[C@H]1CN([C@@H](C)CO)C(=O)Cc2cc(NC(=O)Cc3cn(C)c4ccccc34)ccc2O[C@H]1CN(C)Cc1ccc(Oc2ccccc2)cc1,x,3
C[C@@H]1CN([C@H](C)CO)C(=O)c2cc(NC(=O)NC3CCCCC3)ccc2O[C@@H]1CN(C)S(=O)(=O)c1cccs1,-41,x
COc1ccccc1-c1nc(SCc2ccc(C(=O)O)cc2)n[nH]1,-7,-3
C[C@H]1CN([C@@H](C)CO)C(=O)c2cc(C#CC3CCCCC3)cnc2O[C@@H]1CN(C)Cc1cccnc1,-4,x
c1ccc(Cc2nc3c4c5c(sc4ncn3n2)CCCC5)cc1,27,x
C[C@@H]1CN([C@H](C)CO)C(=O)Cc2cc(NC(=O)Cn3cnnn3)ccc2O[C@H]1CN(C)C(=O)Nc1ccccc1,-5,1
COc1cc(OC)c2ccc(=O)oc2c1CC(O)C(C)(C)O (configuration not stated),13,-2
C[C@H](CO)N1C[C@H](C)[C@H](CN(C)C(=O)Oc2ccccc2)OCc2cn(nn2)CCCC1=O,x,0
Cc1nc([N+](=O)[O-])c(NCCO)n1Cc1ccccc1,-17,-1
C[C@@H]1CN([C@H](C)CO)C(=O)Cc2cc(NC(=O)Nc3ccc(F)cc3)ccc2O[C@@H]1CN(C)Cc1ccc(Oc2ccccc2)cc1,x,0
C[C@H]1CN([C@@H](C)CO)C(=O)c2cccc(NS(=O)(=O)c3ccc(Cl)cc3)c2O[C@@H]1CN(C)Cc1ccncc1,-7,x
C[C@@H]1CN([C@H](C)CO)C(=O)CCCn2nncc2CO[C@H]1CN(C)S(=O)(=O)c1ccccc1C#N,x,0
O=C(CSc1nnc(-c2ccc(Cl)cc2)n1-c1ccccc1)Nc1cccc(Cl)c1Cl,-1,0
COc1ccc(C(=O)Nc2ccccc2C(=O)OCc2cccc([N+](=O)[O-])c2)cc1,30,1
Cc1ccc(NC(=O)CSc2ncnc3sc4c(c23)CCC4)cc1,16,3
Cc1noc(C)c1S(=O)(=O)Nc1ccc2c(c1)C(=O)N([C@H](C)CO)C[C@H](C)[C@H](CN(C)CC1CC1)O2,x,-3
COc1cccc(-c2csc3nc[nH]c(=O)c23)c1,x,2
C[C@H](CO)N1C[C@H](C)[C@H](CN(C)C(=O)Nc2cccc3ccccc23)Oc2ncc(C#Cc3ccc(C(F)(F)F)cc3)cc2C1=O,x,2
C[C@@H]1CCCCO[C@H](CN(C)C(=O)CCC(F)(F)F)[C@H](C)CN([C@@H](C)CO)C(=O)c2cc(NC(=O)Cc3ccccc3)ccc2O1,-9,x
CC1(C)C[C@H](O)C[C@@]2(C)[C@H]1[C@H](O)C=C1COC(=O)[C@@]12O,1,1
COc1ccc(C#Cc2cnc3c(c2)C(=O)N([C@H](C)CO)C[C@H](C)[C@H](CN(C)C(=O)Nc2cccc4ccccc24)O3)cc1OC,x,4
COc1ccc(NC(=O)Nc2ccc3c(c2)C(=O)N([C@H](C)CO)C[C@H](C)[C@@H](CN(C)C(=O)CCCN(C)C)OCCCC[C@@H](C)O3)cc1,x,2
C=CC(C)(O)CC(/C=C(\C)CC(/C=C(\C)CCC=C(C)C)OC(C)=O)OC(C)=O (configuration not stated),-8,-8
C[C@@H]1CN([C@@H](C)CO)C(=O)c2c(c3ccccc3n2C)-c2ccccc2CO[C@@H]1CN(C)C(=O)NC1CCCCC1,-8,x
NS(=O)(=O)c1cc(Cl)c(Cl)c(S(N)(=O)=O)c1,14,1
N#Cc1c(C(F)(F)F)cc(-c2cccs2)nc1SCC(O)CN1CCSCC1 (configuration not stated),-8,0
C[C@H]1CN([C@@H](C)CO)C(=O)c2cccc(NC(=O)c3cnccn3)c2O[C@@H]1CN(C)Cc1ccc(C(F)(F)F)cc1,2,x
C[C@@H]1CN([C@H](C)CO)C(=O)c2cccc(NC(=O)NC3CCCCC3)c2O[C@@H]1CN(C)S(=O)(=O)c1cn(C)cn1,4,x
COC(=O)C(CC#Cc1ccc2c(c1)[C@]1(C(=O)N2)[C@H](C(=O)NC[C@H](O)c2ccccc2)[C@H]2C(=O)O[C@H](c3ccccc3)[C@H](c3ccccc3)N2[C@@H]1c1ccc(OCCO)cc1)C(=O)OC,x,7
CC(C)NC(=O)Nc1ccc2c(c1)CC(=O)N([C@H](C)CO)C[C@H](C)[C@H](CN(C)Cc1ccncc1)O2,x,-7
Cc1ccc(S(=O)(=O)Nc2ccc3c(c2)CC(=O)N([C@@H](C)CO)C[C@H](C)[C@@H](CN(C)Cc2ccncc2)O3)cc1,12,x
CCC(Sc1nnc(-c2ccc(NC(C)=O)cc2)n1C)C(=O)Nc1ccc(Cl)cc1 (configuration not stated),-6,-1

# Shown tab-delimited: six of the compounds above.
SMILES	mut p53 react	STK33 inh
NS(=O)(=O)c1cc(Cl)c(Cl)c(S(N)(=O)=O)c1	14	1
N#Cc1c(C(F)(F)F)cc(-c2cccs2)nc1SCC(O)CN1CCSCC1 (configuration not stated)	-8	0
C[C@H]1CN([C@@H](C)CO)C(=O)c2cccc(NC(=O)c3cnccn3)c2O[C@@H]1CN(C)Cc1ccc(C(F)(F)F)cc1	2	x
C[C@@H]1CN([C@H](C)CO)C(=O)c2cccc(NC(=O)NC3CCCCC3)c2O[C@@H]1CN(C)S(=O)(=O)c1cn(C)cn1	4	x
COC(=O)C(CC#Cc1ccc2c(c1)[C@]1(C(=O)N2)[C@H](C(=O)NC[C@H](O)c2ccccc2)[C@H]2C(=O)O[C@H](c3ccccc3)[C@H](c3ccccc3)N2[C@@H]1c1ccc(OCCO)cc1)C(=O)OC	x	7
CC(C)NC(=O)Nc1ccc2c(c1)CC(=O)N([C@H](C)CO)C[C@H](C)[C@H](CN(C)Cc1ccncc1)O2	x	-7

# 6 neighbouring records from above, quoted:
SMILES,mut p53 react,STK33 inh
C[C@H]1CN([C@@H](C)CO)C(=O)c2cccc(NC(=O)c3cnccn3)c2O[C@@H]1CN(C)Cc1ccc(C(F)(F)F)cc1,2,x
C[C@@H]1CN([C@H](C)CO)C(=O)c2cccc(NC(=O)NC3CCCCC3)c2O[C@@H]1CN(C)S(=O)(=O)c1cn(C)cn1,4,x
COC(=O)C(CC#Cc1ccc2c(c1)[C@]1(C(=O)N2)[C@H](C(=O)NC[C@H](O)c2ccccc2)[C@H]2C(=O)O[C@H](c3ccccc3)[C@H](c3ccccc3)N2[C@@H]1c1ccc(OCCO)cc1)C(=O)OC,x,7
CC(C)NC(=O)Nc1ccc2c(c1)CC(=O)N([C@H](C)CO)C[C@H](C)[C@H](CN(C)Cc1ccncc1)O2,x,-7
Cc1ccc(S(=O)(=O)Nc2ccc3c(c2)CC(=O)N([C@@H](C)CO)C[C@H](C)[C@@H](CN(C)Cc2ccncc2)O3)cc1,12,x
CCC(Sc1nnc(-c2ccc(NC(C)=O)cc2)n1C)C(=O)Nc1ccc(Cl)cc1 (configuration not stated),-6,-1

# Next section
SMILES,mut p53 react,STK33 inh
Cc1ccc(S(=O)(=O)Nc2ccc3c(c2)C(=O)N([C@H](C)CO)C[C@H](C)[C@H](CN(C)CC2CC2)OCCCC[C@@H](C)O3)cc1,x,0
Cc1cccc(N(CC(=O)Nc2ccc(Cl)cc2)S(C)(=O)=O)c1C,-5,1
Cc1ccc(N(C(C)C(=O)Nc2ccc(Br)c(C)c2)S(C)(=O)=O)cc1 (configuration not stated),0,0
COc1ccc(S(=O)(=O)N(C)CC(=O)Nc2cccc(C(F)(F)F)c2)cc1Cl,-2,0
C[C@H]1CN([C@@H](C)CO)C(=O)c2cc(C#CC3(O)CCCC3)cnc2O[C@@H]1CN(C)Cc1ccccn1,10,x
C[C@@H]1CN([C@H](C)CO)C(=O)Cc2cc(NC(=O)C3CC3)ccc2O[C@H]1CN(C)C(=O)Nc1ccc(F)cc1,10,0
C[C@@H]1CN([C@@H](C)CO)C(=O)c2cc(NC(=O)NC3CCCCC3)ccc2O[C@@H]1CN(C)S(=O)(=O)c1cn(C)cn1,2,1
NCCCCCCNC(=O)[C@@H]1C[C@@H]2C(=O)NCC(=O)N2[C@@H]1c1cccc(OCCO)c1,x,-3
C[C@H]1CN([C@@H](C)CO)C(=O)c2cc(NC(=O)Nc3ccc(F)cc3)ccc2O[C@H]1CN(C)Cc1ccc(Oc2ccccc2)cc1,x,1
CCNc1nc(SC(C)C(=O)Nc2ccccc2)nc(N2CCOCC2)n1 (configuration not stated),-2,-1
C[C@@H]1CN([C@H](C)CO)S(=O)(=O)c2ccc(C#CC3CCCCC3)cc2O[C@@H]1CN(C)C,-20,x
C[C@@H]1CN([C@H](C)CO)C(=O)c2cccc(NC(=O)c3ccncc3)c2O[C@H]1CN(C)S(C)(=O)=O,12,x
CCCC#Cc1ccc2c(c1)O[C@H](CN(C)C(=O)c1ccccn1)[C@H](C)CN([C@@H](C)CO)S2(=O)=O,7,x
CC(=O)N[C@@H](CSC/C=C(\C)CC/C=C(\C)CCC=C(C)C)C(=O)O,7,-6
COc1ccc(S(=O)(=O)Nc2ccc3c(c2)CC(=O)N([C@H](C)CO)C[C@@H](C)[C@@H](CN(C)CC2CC2)O3)cc1,-1,-3
CC1(C)CC(=O)c2c(oc3ccc(NS(=O)(=O)c4cccc5cccnc45)cc23)C1,-6,1
Cc1ccc(OCC(O)Cn2cnc3ccccc32)cc1 (configuration not stated),20,-1
C[C@@H]1CN([C@H](C)CO)C(=O)c2cccc(NS(=O)(=O)c3cccs3)c2O[C@@H]1CN(C)Cc1ccc(C(F)(F)F)cc1,-12,x
OCCN(CCO)Cc1ccc(Cl)cc1,0,-1
COc1ccc(NC(=O)NCc2cc(C)n(C)n2)cc1OC,-1,-2
C[C@H]1CN([C@@H](C)CO)C(=O)c2cc(C#CC3(O)CCCC3)cnc2O[C@H]1CN(C)Cc1cccnc1,17,x
C[C@H](CO)N1C[C@H](C)[C@H](CN(C)S(=O)(=O)c2ccccc2)Oc2ncc(C#CCN(C)C)cc2C1=O,11,-2

# High-throughput results (PubChem)

# The list is partial; rates above refer to the full screens.
